GSK3beta inhib: human GSK3beta kinase inhibition. GST-GSK3beta kinase, ADP-Glo luminescence, 60 min; active compounds read low. activity score (negative = inhibition), % at 10 µM. 300,000 compounds, 0.038% hits. AID 2097;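 active = more than half of replicate wells score below -50%, meaning over 50% inhibition versus plate controls; inconclusive = some replicates but at most half score below -50%; inactive = no replicate scores below -50%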;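 note: 0% = median DMSO wells and -100% = median GW8510 positive control wells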
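Test system – GST-tagged human GSK3beta kinase, cell-free · Incubation – 60 min enzyme reaction, room temperature · Signal – ADP-Glo luminescence · Also added – peptide substrate and ATP at 25 µM · Controls – DMSO neutral wells and GW8510 at 20 µM as positive · Buffer or medium – Tris/MgCl2 kinase buffer · Measure – Luminescence-derived activity versus plate DMSO and GW8510 wells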
PolyA inhibitor: inhibitors of polyadenylation in S. cerevisiae; calls only at 12 µM; S. cerevisiae SKY197-pL101 polyadenylation reporter, beta-gal luminescence; efflux-impaired pdr1/pdr3 knockout yeast; score 100 = 6 SD above DMSO; 300,000 compounds, 0.02% hits;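 active = lowest replicate activity score at least 50, where 100 means six control SD above control mean; inconclusive = lowest score under 50 but half or more replicates reach 50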;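 note: yeast exposed to compound for 9 h at 30 °C; higher score means more reporter readthrough which indicates perturbed polyadenylation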
HDAC3 inh: blocks human histone deacetylase 3. inhibition, % at 8.3 µM. recombinant HDAC3, fluorogenic peptide/trypsin coupled, fluorescence. 320,000 compounds, 0.15% hits; in the data active = inhibition above about 26%, passing the limit was not always enough; inconclusive = no clear call, values can overlap the other calls
Target sequence (O15379 whole entry, looked up): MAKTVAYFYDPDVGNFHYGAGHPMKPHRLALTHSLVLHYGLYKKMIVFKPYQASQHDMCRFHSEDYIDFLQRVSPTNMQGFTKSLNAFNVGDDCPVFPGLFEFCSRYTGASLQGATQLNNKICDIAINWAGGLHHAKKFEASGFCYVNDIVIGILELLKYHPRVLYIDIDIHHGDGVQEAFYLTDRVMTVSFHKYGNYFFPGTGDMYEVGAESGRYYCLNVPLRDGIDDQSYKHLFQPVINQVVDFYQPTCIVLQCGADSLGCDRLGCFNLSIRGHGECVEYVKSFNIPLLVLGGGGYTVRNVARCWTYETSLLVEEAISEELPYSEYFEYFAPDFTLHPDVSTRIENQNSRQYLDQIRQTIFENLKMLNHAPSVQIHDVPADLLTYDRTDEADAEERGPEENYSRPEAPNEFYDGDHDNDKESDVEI
KCNQ1 block: human KCNQ1 channel inhibition | 310,000 compounds, 1.3% hits | B-score at 10 µM | AID 2642 | CHO-K1 KCNQ1, FluxOR thallium flux fluorescence; active compounds read high;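 active = compounds whose thallium flux B-score, printed positive for inhibition, exceeds three library SD while starting fluorescence stays within three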;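 note: channel opened by potassium depolarization with thallium stimulus after 20 min compound exposure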
Target sequence (P51787 whole entry, looked up): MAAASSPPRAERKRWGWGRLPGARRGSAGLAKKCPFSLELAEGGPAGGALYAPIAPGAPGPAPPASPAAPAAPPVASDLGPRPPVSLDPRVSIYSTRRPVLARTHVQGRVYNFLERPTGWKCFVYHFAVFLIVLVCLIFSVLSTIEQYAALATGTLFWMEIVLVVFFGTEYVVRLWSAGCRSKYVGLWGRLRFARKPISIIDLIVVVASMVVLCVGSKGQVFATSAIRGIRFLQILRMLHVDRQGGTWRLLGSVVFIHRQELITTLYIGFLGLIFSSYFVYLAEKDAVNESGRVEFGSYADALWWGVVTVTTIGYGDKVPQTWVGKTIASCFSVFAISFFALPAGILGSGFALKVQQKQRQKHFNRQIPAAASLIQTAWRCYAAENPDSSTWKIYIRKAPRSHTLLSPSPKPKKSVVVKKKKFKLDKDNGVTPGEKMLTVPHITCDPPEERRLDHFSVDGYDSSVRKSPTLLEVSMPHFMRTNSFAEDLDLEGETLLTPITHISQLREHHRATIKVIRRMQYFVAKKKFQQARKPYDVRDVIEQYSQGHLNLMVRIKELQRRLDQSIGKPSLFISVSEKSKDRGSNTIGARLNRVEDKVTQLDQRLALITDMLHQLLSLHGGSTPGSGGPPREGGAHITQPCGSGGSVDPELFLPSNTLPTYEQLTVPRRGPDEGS
RGS4 pot: RGS4 potentiation or activation. HEK293 M3R/inducible RGS4, carbachol calcium flux Fluo4; active compounds read low. AID 463111. 310,000 compounds, 0.92% hits. B-score at 10 µM;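 active = B-score of the integrated calcium signal more than 4 SD below the library mean, with starting fluorescence not abnormally high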;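 note: negative B-score means reduced calcium response which marks RGS4 activation or potentiation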
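Detection: kinetic calcium fluorescence imaging with Fluo4-AM dye, 2 µM / Material: HEK293 cells with stable M3R and inducible RGS4 / Schedule: recording 10 s baseline at 1 Hz, 100 s post-agonist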
GSK3A inh: human GSK-3 alpha kinase inhibition. AID 2650. inhibition, % at 10 µM. 320,000 compounds, 0.1% hits. ADP-Glo luminescence, 60 min;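 in the data active = inhibition above about 50%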;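 note: GST-tagged GSK-3 alpha with peptide substrate and 25 µM ATP; 0% = DMSO neutral wells and 100% = GW8510 positive control wells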
Dyrk1A ADPGlo: Dyrk1A (rat) kinase inhibition | 310,000 compounds, 0.43% hits | AID 504441 | ADP-Glo luminescence, NFATc1 peptide | Q63470 | inhibition, % at 12.5 µM; in the data active = inhibition above about 50%;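 note: plate controls were vehicle with enzyme for no effect and no enzyme for full effect; many of its hits are not listed in these tables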
KCNQ1 pot: potentiators or activators of human KCNQ1 potassium channel; CHO-K1 KCNQ1, thallium flux FluxOR fluorescence; active compounds read high; B-score at 10 µM; 310,000 compounds, 0.35% hits; P51787;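 active = fluorescence ratio B-score, a plate-corrected score, at least three library SD, with initial intensity B-score within 5 SD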
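Schedule – 37 °C overnight plating, 90-min dark dye load, 20-min compound pretreatment · System – stable KCNQ1 CHO-K1 line · Probe or stimulus – thallium- and potassium-containing depolarizing buffer · Measured by – kinetic FluxOR fluorescence, 10 s baseline plus 110 s post-stimulus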
hERG protect: compounds protecting human hERG from proarrhythmic drug block; CHO-hERG, FluxOR thallium flux, dofetilide IC70 present; activation (rescue from dofetilide block), less the hit threshold, % at 10 µM; 310,000 compounds, 0.51% hits;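 active = activation above the mean of controls blocked by dofetilide plus 5 SD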;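 note: thallium influx through hERG after potassium depolarization seen as dye fluorescence rise; in these data hits start at about 4.7%; inactives centre near -7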
KCNK9 block: inhibitors of human KCNK9 two-pore domain potassium channel; 310,000 compounds, 1.2% hits; HEK293 KCNK9, FluxOR thallium flux fluorescence; active compounds read low; B-score at 10 µM; Q9NPC2;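 active = ratio B-score over 3 SD below the library mean, with starting fluorescence within 5 SD of its mean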;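 note: negative B-score means less thallium flux so channel inhibition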
KCNK3 inh: human KCNK3 channel inhibition, primary screen. O14649. CHO-KCNK3 thallium flux, FluxOR fluorescence; active compounds read low. B-score at 10 µM. 340,000 compounds, 0.84% hits. AID 602410;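 active = B-score under library mean minus 4 SD, starting fluorescence ratio at most library mean plus 5 SD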;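 note: more negative B-score means stronger inhibition of thallium flux through KCNK3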
The depositor's hits bear a star; i = inactive; ? = inconclusive; . = no result given. Not all compounds are listed; count on the stated rates, not on these rows.

SMILES | GSK3beta inhib | PolyA inhibitor | HDAC3 inh | KCNQ1 block | RGS4 pot | GSK3A inh | Dyrk1A ADPGlo | KCNQ1 pot | hERG protect | KCNK9 block | KCNK3 inh
CC(=O)c1ccc(NC(=O)C(C)n2c3ccccc3c3nc(=O)cc(C)n32)cc1 (centres undefined) | -1.4 | i | -6.8 | i | i | -1.3 | -2.2 | i | -12.1 | i | i
O=c1[nH]c2ccccc2nc1Cc1ccccc1 | -0.9 | i | -14.0 | i | i | 0.0 | 10.1 | i | -1.8 | i | i
O=C1Nc2cc(C(F)(F)F)ccc2N2CCCCC12 (centres undefined) | 1.4 | i | 3.2 | i | i | -0.6 | 1.5 | i | -1.0 | i | i
COCC1CCN(C(=O)C2CCC(=O)N(CCc3ccc(Cl)cc3)C2)CC1 (centres undefined) | 1.5 | i | -8.3 | i | i | -1.6 | -8.0 | i | -5.1 | i | i
Brc1ccc(-c2cn3ccccc3n2)cc1 | -1.4 | i | -10.2 | i | i | 0.2 | 0.9 | i | -4.6 | i | i
Cc1ccc(NC(=S)Nc2ccc(Cl)c(Cl)c2)c(OC(F)F)c1 | -23.8 | i | 5.6 | 9* | i | -0.6 | . | i | -35.0 | i | i
Cc1ccc(/C=C/C(=O)OCC(=O)Nc2ccccc2Sc2ccccc2)cc1 | 2.7 | i | 2.3 | i | i | -1.1 | 6.1 | i | -8.8 | i | i
O=C(NCc1cccnc1)c1cccc2c1C(=O)N(Cc1cccnc1)C2 | -19.4 | i | 0.4 | i | i | -0.8 | 2.4 | i | -10.1 | i | i
COc1cc(/C=N/NC(=O)CCN2CCN(c3ccccc3)CC2)cc(OC)c1OC | 0.6 | . | 1.0 | i | i | . | -0.1 | i | -6.5 | i | i
Cc1ccc(NC(=O)Nc2cnccn2)cc1 | 0.7 | i | -2.4 | i | i | -0.1 | . | i | -4.3 | i | i
COc1cccc(-c2cc(C(F)(F)F)n3nc(C(=O)N4CCCCC4c4cccnc4)cc3n2)c1 (centres undefined) | -1.5 | . | 5.7 | i | i | -1.3 | -2.4 | i | -11.3 | -8.1* | i
CC(C)C(=O)NC(=S)Nc1nnn(C)n1 | 1.7 | i | -1.2 | i | i | -1.5 | -0.4 | i | 0.3 | i | i
O=C(Nc1ccc(Cl)cc1)[C@@H]1[C@@H]2C(=O)N(c3ccc(Cl)cc3)C(=O)[C@@H]2[C@H]2C=CC=NN21 | -0.4 | i | -12.6 | i | i | -18.5 | -4.2 | i | -10.8 | i | i
Cn1ccnc1CN1CCCCC1C(=O)Nc1ccc(Oc2cccnc2)cc1 (centres undefined) | -2.5 | i | 0.0 | i | i | 2.3 | 1.8 | i | -4.5 | i | i
CN1CCN(S(=O)(=O)c2ccc(NCc3ccc4c(c3)OCO4)nc2)CC1 | -2.4 | i | . | i | i | . | -0.4 | i | -9.8 | i | i
CC1=Nc2nc(N3CCCCC3)c(C#N)c3c4c(nc(c23)N1)N(c1ccc(C(C)C)cc1)C(=O)C4 | -4.9 | i | 3.5 | i | i | -0.1 | 1.8 | i | -8.3 | i | i
CC(C)c1cc(-c2cc(C(=O)NCc3ccccc3)on2)nc(NC2CCCC2)n1 | 1.8 | i | 12.5 | i | i | -0.3 | -2.8 | i | -6.6 | i | i
O=C(c1ccc2nccnc2c1)N1CCN(c2ccccc2)CC1 | 1.6 | i | -11.7 | i | i | -2.3 | -6.1 | i | -4.8 | i | i
COc1cc(S(=O)(=O)NC2CCCC2)c(OC)cc1C | -0.2 | i | . | i | i | -1.9 | . | i | -3.0 | i | i
C(=N\Nc1nc2ccccc2[nH]1)/c1ccccn1 | 2.3 | i | . | i | i | . | 9.4 | i | -0.3 | i | i
COC(=O)C1=C(C(=O)OC)[C@@H]2N(C)c3ccc(OC)cc3[C@@]23C[C@@H](C(=O)OC)N(C(=O)c2cc(C)oc2C)C3=N1 | 1.9 | i | 15.8 | i | i | -1.1 | . | i | -4.6 | i | .
O=C(NC(Cc1ccccc1)C(=O)O)/C(=C\c1ccc(Cl)cc1)NC(=O)c1ccco1 (centres undefined) | -3.6 | i | 2.9 | i | i | -0.5 | 5.5 | i | -2.7 | i | i
Cc1c(NC(=O)/C(C#N)=C/c2cccs2)c(=O)n(-c2ccccc2)n1C | 0.1 | i | ? | i | i | 1.0 | 2.7 | i | -4.4 | i | i
Cc1c(Cl)cccc1NC(=O)c1cc(-c2ccccc2O)n[nH]1 | -1.9 | i | -0.7 | i | i | 10.5 | -0.7 | i | -4.8 | i | i
Cc1ccc(S(=O)(=O)CCC(=O)OCC(=O)NC2CCS(=O)(=O)C2)cc1 (centres undefined) | 1.5 | i | 1.7 | i | i | -1.7 | -0.8 | i | -8.9 | i | i
CCOC(=O)/C=C1\SCC(=O)N1CC(=O)Nc1ccc(C(C)C)cc1 | 0.7 | i | 11.2 | i | i | -2.9 | -3.4 | i | -8.1 | i | i
CC1(C(=O)N(CC(=O)NC2CCCC2)Cc2ccc(Cl)cc2)CC(=O)N=C2C=CC=CN21 (centres undefined) | -1.2 | i | -50.8 | i | i | 0.5 | -2.3 | i | -3.3 | i | i
O=C(O)CCc1ccc(-c2cccs2)n1Cc1ccco1 | -0.6 | i | 3.5 | i | i | -6.7 | -9.3 | i | -6.0 | i | i
CCOc1ccc(C2CC(c3ccc(F)cc3)n3ncnc3N2)cc1 (centres undefined) | 3.2 | i | 0.0 | i | i | . | -0.7 | i | -6.8 | i | i
CS(=O)(=O)N1CCN(c2ccccc2NC(=O)c2cc3ccccc3o2)CC1 | -4.2 | i | -1.7 | i | i | 6.7 | 1.5 | i | -7.9 | i | i
O=C1Nc2ccccc2C(O)(C(=O)NCc2ccco2)N1c1ccccc1 (centres undefined) | -0.2 | i | 1.6 | i | i | -0.7 | 9.7 | i | -6.7 | i | i
Cc1cccnc1NC(=O)CCc1nnc2ccc(N3CCC4(CC3)OCCO4)nn12 | 2.7 | i | 0.9 | i | i | -0.7 | -5.1 | i | -7.2 | i | i
CCCSc1nc(N2CCOCC2)c2c(c1C#N)CCCC2 | 1.3 | i | 6.9 | i | i | 2.0 | 20.1 | i | -2.2 | i | -11.5*
CCOc1cc(/C=C2\SC(=S)N(NC(=O)c3cccnc3)C2=O)ccc1O | 2.5 | i | 13.8 | i | i | 2.6 | 15.0 | i | -6.3 | i | i
Cc1ccc(NC(=O)C(C)N2C(=O)C3C4CC(C(Br)C4Br)C3C2=O)cc1 (centres undefined) | -0.2 | i | 0.9 | i | i | 8.5 | 0.5 | i | -6.7 | i | i
CC(=O)C1C(c2cccc([N+](=O)[O-])c2)C2C(C)=NN=C2CC1(C)O (centres undefined) | 3.8 | i | 2.9 | i | i | 0.2 | -8.3 | i | -2.9 | i | i
CCC(=O)c1ccc(N2CCN(C(=O)COc3ccccc3F)CC2)c(F)c1 | 3.1 | i | -1.8 | i | i | -0.9 | -6.4 | i | -8.6 | i | i
COc1ccc(NC(=O)CN(C)C(=O)c2ccc(NS(=O)(=O)c3ccc(F)cc3)cc2)cc1 | -0.7 | i | -8.8 | i | i | -0.5 | 2.0 | i | -14.5 | i | i
Cc1ccc(SCC(=O)Nc2ccc(N3CCOCC3)cc2)cc1 | -0.2 | i | -0.7 | i | i | . | -1.4 | i | -7.7 | i | i
COc1cccc(C2SCC(=O)N2c2ccc(Br)cc2)c1OC (centres undefined) | -0.4 | i | 1.1 | i | -9.8* | -0.2 | 1.3 | i | -10.9 | i | i
Cc1ccccc1C(=O)OCCN(C)Cc1ccccc1 | 2.1 | i | 3.7 | i | i | -0.8 | -1.6 | i | -11.9 | i | i
NC(=O)Cn1c(=O)n(CC(=O)N2CCCCC2)c(=O)c2sccc21 | 3.8 | i | 3.4 | i | i | -2.8 | . | i | -4.5 | i | i
Cc1ccc(C(=O)NC2CCCc3ccccc32)cc1[N+](=O)[O-] (centres undefined) | -2.0 | i | -0.3 | i | i | -2.5 | 9.6 | i | -3.5 | i | i
Cc1csc(NC(=O)CSc2nc(C)cs2)n1 | -0.8 | i | -2.5 | i | i | -2.4 | . | i | -8.4 | i | i
O=C(Cc1coc(-c2ccc(F)cc2)n1)N1CCOCC1 | -0.6 | i | -0.7 | i | i | 1.0 | -8.8 | i | -3.3 | i | i
O=C(NNC(=O)c1ccccc1Br)c1ccc(Cl)c(Cl)c1 | 5.6 | i | 1.6 | i | i | -0.2 | -4.4 | i | -10.2 | i | i
COCC1CCN(C(=O)CC2C(=O)NCCN2Cc2cccc(Oc3ccccc3)c2)CC1 (centres undefined) | -2.5 | i | -1.5 | i | i | 2.8 | 1.5 | i | -6.9 | i | i
Cc1cccc(NC(=S)NCC(c2ccccc2)N(C)C)c1 (centres undefined) | -2.8 | i | 5.7 | i | i | -0.8 | -44.3 | i | -17.4 | i | i
CC(C)(C)c1csc(NC(=O)C2=COCCO2)n1 | 0.8 | i | 7.6 | i | i | -2.4 | . | i | -8.9 | i | i
CC(C)[C@H](NC(=O)C1CCN(S(=O)(=O)c2ccc(F)cc2)CC1)C(=O)NCc1ccco1 | 3.5 | i | 7.3 | i | i | -3.1 | -3.5 | i | -10.8 | i | i
CCOC(=O)C1CCN(Cc2ccc3ccccc3c2)CC1 | -0.4 | i | -6.5 | i | i | 1.7 | 1.1 | i | -11.0 | i | i

Ordered by heavy-atom count (ascending): part of the list above
SMILES | GSK3beta inhib | PolyA inhibitor | HDAC3 inh | KCNQ1 block | RGS4 pot | GSK3A inh | Dyrk1A ADPGlo | KCNQ1 pot | hERG protect | KCNK9 block | KCNK3 inh
CC(C)(C)c1csc(NC(=O)C2=COCCO2)n1 | 0.8 | i | 7.6 | i | i | -2.4 | . | i | -8.9 | i | i
Cc1ccc(C(=O)NC2CCCc3ccccc32)cc1[N+](=O)[O-] (centres undefined) | -2.0 | i | -0.3 | i | i | -2.5 | 9.6 | i | -3.5 | i | i
NC(=O)Cn1c(=O)n(CC(=O)N2CCCCC2)c(=O)c2sccc21 | 3.8 | i | 3.4 | i | i | -2.8 | . | i | -4.5 | i | i

Compound profiles, as listed above. Screens in order: GSK3beta inhib	PolyA inhibitor	HDAC3 inh	KCNQ1 block	RGS4 pot	GSK3A inh	Dyrk1A ADPGlo	KCNQ1 pot	hERG protect	KCNK9 block	KCNK3 inh
O=C(NNC(=O)c1ccccc1Br)c1ccc(Cl)c(Cl)c1 across the screens: 5.6	i	1.6	i	i	-0.2	-4.4	i	-10.2	i	i
Cc1cccc(NC(=S)NCC(c2ccccc2)N(C)C)c1 (centres undefined) across the screens: -2.8	i	5.7	i	i	-0.8	-44.3	i	-17.4	i	i
